RNase H inhibition – RNase H inhibition, HIV 1 Gag Pol polyprotein, FRET biochemical assay, screening (AID 372). HIV-1 RT RNase H, FRET RNA/DNA substrate fluorescence; higher % means a stronger effect. hit rate 0.77% among 100,000. inhibition, % at 10 µM; hits with a dose series show IC50 in µM; in the data active means inhibition above about 50%
Starred values were filed as active, the others as inactive. These rows are one share of the data, so the mix of outcomes need not match the whole.

Structure | RNase H inhibition
NC(=O)c1c(NC(=O)COc2ccc(Cl)cc2Cl)sc2c1CCCC2 | 0%
CC(=O)c1cccc(N2C(=O)C3C(C2=O)C2(C)c4ccccc4C3(C)c3ccccc32)c1 (stereo not given) | 3%
COc1ccc(NC(=O)/C(C#N)=C/c2cc(C)n(-c3ccc(C)c(C)c3)c2C)cc1 | 14%
CC1=C(C(=O)OCC(C)C)C(c2cccs2)C2=C(CC(c3cccs3)CC2=O)N1 (stereo not given) | 18%
O=C(/C=C\Nc1ccc([N+](=O)[O-])cc1)c1ccc(Cl)c(Cl)c1 | 20%
COC(C#CC(C)(C)N(C)C)(c1ccccc1)c1ccccc1 | 0%
N/C(Cc1ccc(Cl)cc1)=N\OC(=O)c1ccc(Cl)c([N+](=O)[O-])c1 | 2%
CCOc1ccc(/C=C2/SC(=O)N(CN3CCOCC3)C2=O)cc1 | 13%
CCOC(=O)C(=O)CSc1ncnc2nc[nH]c12 | 0%
CCOc1cccc(OCCOCCOc2c(C)cc(C)cc2Br)c1 | 26%
Cc1ccc(OCCOCCN2CCC(C)CC2)cc1 | 15%
Cc1c(-c2ccccc2)nc2ccccc2c1C(=O)Nc1ccc(N(C)C)cc1 | 22%
O=C(CCc1ccccc1)N/N=C/c1cccc(O)c1 | 7%
O=C1O/C(=C\c2cccc3ccccc23)c2ccccc21 | 0%
Cc1ccc(N(CC(=O)Nc2ccc(CC#N)cc2)S(=O)(=O)c2ccc(F)cc2)cc1 | 19%
CCOC(=O)C1=C(C)N=c2s/c(=C/c3ccccc3)c(=O)n2C1c1ccccc1 (stereo not given) | 8%
CCOc1ccc(/C=C2\SC(N3CCOCC3)=NC2=O)cc1OC | 18%
O=C(CN(CCc1ccccc1)S(=O)(=O)c1ccc(Br)cc1)N1CCN(c2ccccc2)CC1 | 13%
Cc1ccc(C2C3(OC(c4ccc(Cl)cc4)C24C(=O)c2ccccc2C4=O)C(=O)c2ccccc2C3=O)cc1 (stereo not given) | 3%
Cc1cc(C(=O)Nc2cccc(/C=C/C(=O)O)c2)c(C)o1 | 7%
O=C(CSc1ccc(Cl)cc1)Nc1cccc(Br)c1 | 43%
CC(=O)NS(=O)(=O)c1ccc(NS(=O)(=O)c2ccc(Br)cc2)cc1 | 0%
O=C(N/N=C/c1cc([N+](=O)[O-])ccc1Cl)c1cc(O)cc(O)c1 | 20%
Cc1cccc(OCC(=O)Nc2ccc(F)cc2)c1 | 0%
O=C1NC(=S)S/C1=C\c1ccc(C(=O)O)cc1 | 5%
COc1ccccc1N(CC(=O)NC(C)C)S(=O)(=O)c1ccccc1 | 4%
Cc1c(Cl)cccc1NC(=O)C(=O)NCc1ccc2c(c1)OCO2 | 2%
COc1ccc(NC(=O)C(=O)N/N=C/c2ccc(F)cc2)c(OC)c1 | 0%
CCOc1ccc(NC(=O)C2=C(C)NC(=S)NC2c2ccccc2Cl)cc1 (stereo not given) | 6%
CCCn1c2ccccc2c2nnc(SCC(=O)Nc3cccc4ccccc34)nc21 | 39%

Other entries:
Structure | RNase H inhibition
O=S(=O)(NCc1cccnc1)c1ccc(Cl)c2ccccc12 | 23%
CCc1ccc(NC(=S)NC(=O)c2ccco2)cc1 | 10%
COc1ccc(NC(=O)c2ccc(C(=O)O)cc2C(=O)O)c(OC)c1 | 5%
CCCCCC(=O)N/N=C(\C)c1ccc([N+](=O)[O-])cc1 | 6%
C=CCOc1nc(-c2cccnc2)nc2ccccc12 | 7%
CCC1=NN(C(=O)Cc2ccc(OC)cc2)C(O)(c2ccncc2)C1 (stereo not given) | 7%
CN1CCN(C(=O)c2ccccc2NC(=O)c2ccccc2)CC1 | 0%
CCOC(=O)c1ccccc1NC(=O)CN1C(=O)c2ccccc2C1=O | 10%
CCOc1nc(Nc2ccc(OC)c(Cl)c2)nc(N2CCN(c3ccc(OC)cc3)CC2)n1 | 13%
CCN(CC)CCCOc1ccc(OC)cc1 | 3%
Cc1cccc(-n2c(C)cc(C=O)c2C)c1 | 0%
O=C(Nc1ccccc1C(=O)O)c1ccc2c(c1)C(=O)N(c1cccc([N+](=O)[O-])c1)C2=O | 1%
CN1/C(=C\C(=O)Nc2ccc(Br)cc2)c2ccccc2CC1(C)C | 9%
COc1ccc2ccccc2c1C=Nc1ccc(Cl)cc1 | 21%
Cc1ccc(NC(=O)c2cccc(Cl)c2Cl)c([N+](=O)[O-])c1 | 14%
Cc1ccc(NC(=O)c2ccc([N+](=O)[O-])cc2)cc1Cl | 11%
COc1ccc2c(c1)NC(C)(C)c1ssc(=Nc3ccccc3C)c1-2 | 14%
COc1ccc(CN2CCN(C/C=C/c3ccccc3)CC2)c(OC)c1 | 3%
CN(C)c1ccc([N+](=O)[O-])cc1/C=C1/C(=O)NN(c2ccccc2)C1=O | 11%
CCCCN1C(=O)C(O)=C(C(C)=O)C1c1ccc(OC)c(OC)c1 (stereo not given) | 10%
Cc1c(C(=O)Nc2ccc(Cl)cc2Cl)cccc1[N+](=O)[O-] | 0%
CC(=O)Oc1ccc2ccccc2c1C(NC(=O)Cc1ccccc1)c1ccc([N+](=O)[O-])cc1 (stereo not given) | 11%
COc1ccccc1CNC(=O)CN(c1cccc(Br)c1)S(C)(=O)=O | 9%
COc1ccc(CN2CCN(C3CCCCC3)CC2)c(OC)c1OC | 3%
Cn1c(=O)cc(-c2ccccc2)c2ccccc21 | 6%
COc1ccc(C(N)=O)cc1S(=O)(=O)N1CCOCC1 | 6%
N#Cc1c(/N=C/c2cccs2)sc2c1CCCC2 | 7%
CSC1=C(C#N)C(c2ccc(Cl)cc2)C2=C(CC(C)(C)CC2=O)N1 (stereo not given) | 0%
O=C(Nc1ccccc1C(=O)Nc1ccc(Br)cc1)c1cccs1 | 9%
CCOc1ccc(C(=O)Nc2cccc(OC)c2)cc1OCC | 0%

Individual results from the results shown:
`CCOc1cccc(OCCOCCOc2c(C)cc(C)cc2Br)c1` @ RNase H inhibition: 26%
`CCOC(=O)c1ccccc1NC(=O)CN1C(=O)c2ccccc2C1=O` @ RNase H inhibition: 10%
`Cc1c(-c2ccccc2)nc2ccccc2c1C(=O)Nc1ccc(N(C)C)cc1` @ RNase H inhibition: 22%
`N/C(Cc1ccc(Cl)cc1)=N\OC(=O)c1ccc(Cl)c([N+](=O)[O-])c1` @ RNase H inhibition: 2%
`CCOc1ccc(/C=C2/SC(=O)N(CN3CCOCC3)C2=O)cc1` @ RNase H inhibition: 13%
`COc1ccc(CN2CCN(C3CCCCC3)CC2)c(OC)c1OC` @ RNase H inhibition: 3%
`O=C(Nc1ccccc1C(=O)Nc1ccc(Br)cc1)c1cccs1` @ RNase H inhibition: 9%

More results follow:
Structure | RNase H inhibition
Cc1ccc(S(N)(=O)=O)cc1NC(=O)c1ccc(C(C)(C)C)cc1 | 0%
COc1ccc(C2CC(=O)C3=C(C2)Nc2ccccc2NC3c2cc(OC)ccc2OC)cc1 (stereo not given) | 3%
O=C(COc1ccccc1Cl)NNC(=O)c1ccc(F)cc1 | 25%
NC(=S)N/N=C/c1ccc(-c2ccc(Cl)cc2[N+](=O)[O-])o1 | 29%
O=C(NCCCO)C1CC(=O)N(c2ccccc2)C1 (stereo not given) | 5%
O=C1NN(c2ccc(F)cc2)C(=O)/C1=C\c1ccc(-c2ccc(Cl)c(Cl)c2)o1 | 22%
COc1cc(/C=C2/SC(=S)N(CC(=O)O)C2=O)ccc1OCc1ccccc1 | 5%
Cc1cc2c(cn1)/C(=C\C=C\N(C)C)c1ccccc1-2 | 20%
CC(C)(C)c1ccc2c(c1[N+](=O)[O-])C(=O)c1ccccc1C2=O | 7%
O=C(CSc1nc2ccccc2c(=O)n1Cc1ccccc1)c1ccc(Br)cc1 | 28%
CCc1c(C)nc(Nc2nc(C)c3ccccc3n2)[nH]c1=O | 8%
Cc1cc(Cl)ccc1NCC(=O)NN | 0%
CCOc1ccccc1C(=O)Nc1sc2c(c1C(=O)OC)CCCC2 | 12%
COc1cccc(OCCOc2ccc(/C=N/n3cnnc3)cc2)c1 | 2%
COc1ccc(N(CC(N)=O)S(C)(=O)=O)cc1OC | 40%
N#Cc1c(-n2cccc2/C=N/NC(N)=S)sc2c1CCCC2 | 23%
CCOc1ccc2nc(Sc3nc4ccc([N+](=O)[O-])cc4s3)sc2c1 | 30%
Cc1ccc(OCC(O)Cn2c3ccccc3c3ccccc32)cc1 (stereo not given) | 19%
Cc1cccc(NC(=S)NC(=O)c2ccccc2)c1C | 8%
Cc1ccc(NS(=O)(=O)c2ccc(F)cc2)c(C)c1 | 3%
CCOC(=O)/C(C#N)=C(\C)CC(C)C | 5%
O=C(N/N=C/c1cccc([N+](=O)[O-])c1)c1cccc(F)c1 | 0%
CCCCOc1ccc(C(C)(C#N)CC#N)cc1 (stereo not given) | 5%
CCc1ccccc1NC(=O)c1c(NC(=O)c2cccs2)sc2c1CCCCC2 | 19%
Cc1ccc(OCC(=O)Nc2ccc(F)c([N+](=O)[O-])c2)cc1C | 10%
O=C(NCc1ccccc1Cl)/C(=C\c1cccc(Br)c1)NC(=O)c1ccccc1 | 5%
CC(NC(=O)C(=O)N/N=C/c1ccc(Cl)cc1Cl)c1ccccc1 (stereo not given) | 11%
Cc1ccc([N+](=O)[O-])cc1NC(=O)C(c1ccccc1)c1ccccc1 | 12%
CC(=O)N1c2ccccc2N(Cc2ccc(C)cc2C)C(=O)C1(C)C | 13%
O=C(c1ccc(Cl)cc1Cl)N1CCN(c2ccc(Cl)cc2[N+](=O)[O-])CC1 | 25%

(cont.)
Structure | RNase H inhibition
Cc1ccc(Cl)c(OCCOCCOc2cccc3cccnc23)c1 | 21%
Cc1ccc(-c2c(C#N)c(N)nc3c2CCCCC3)c(C)c1 | 0%
COCC(=O)Nc1cc(Cl)ccc1C | 1%
O=[N+]([O-])c1cccc(S(=O)(=O)Nc2cc(C(F)(F)F)ccc2Cl)c1 | 0%
CCC(C)c1ccc(NS(=O)(=O)c2ccc(F)cc2)cc1 (stereo not given) | 15%
Clc1ccc(OCCCOc2cccc3cccnc23)c(Br)c1 | 7%
N/C(=N\N=C/c1cccnc1)N/N=C\c1cccnc1 | 8%
CC1=C(C(=O)OC(C)C)C(c2coc3ccccc3c2=O)C2=C(CCCC2=O)N1 (stereo not given) | 4%
COc1cccc(CN2CCN(C(=O)c3cccc(OC)c3OC)CC2)c1 | 7%
O=C(N/N=C/c1c[nH]c2ccccc12)c1cc(Br)cc(Br)c1O | 6%
CCOc1ccc(C(=O)NC(=S)Nc2ccc(OC)cc2OC)cc1Br | 5%
Cc1ccccc1S(=O)(=O)Nc1cc(Br)c2oc3c(c2c1)C(=O)CCC3 | 11%
O=C(NC(=S)Nc1ccc(O)c(-c2nc3ccccc3s2)c1)c1ccc(F)cc1 | 46%
CCOc1cc(C2C(C(=O)OCCSCC)=C(C)NC3=C2C(=O)CC(C)(C)C3)ccc1O (stereo not given) | 4%
CCOc1cccc(C(=O)Nc2scc(-c3ccc(F)cc3)c2C(=O)OC)c1 | 7%
Fc1ccccc1-c1nnc(-c2ccc3c(c2)OCO3)o1 | 1%
O=C(CSc1nc2ccccc2s1)NCc1ccccc1 | 0%
Cc1nn(C(=O)c2cc([N+](=O)[O-])cc([N+](=O)[O-])c2)c(C)c1Sc1ccc(Cl)cc1 | 37%
O=C1c2ccccc2C(=O)N1N1C(=O)c2cccc([N+](=O)[O-])c2C1=O | 0%
COc1ccc(-c2n[nH]c(=S)n2/N=C/c2cc(OC)c(OC)cc2OC)cc1 | 7%
Cc1cc(N/C=C/C(=O)c2cccs2)no1 | 3%
O=C(NC(=S)Nc1ccc2oc(-c3cccc(F)c3)nc2c1)c1cccc(Br)c1 | 12%
CC(C)(C)C(=O)Nc1cccc(C(=O)Nc2ccc(Cc3ccc(NC(=O)c4cccc(NC(=O)C(C)(C)C)c4)c(C(=O)O)c3)cc2C(=O)O)c1 | 5%
COc1ccc(C(=O)N2CCN(C(=O)c3cccc4ccccc34)CC2)cc1OC | 2%
O=C(NC(=S)Nc1cc(Cl)cc(Cl)c1)c1cccc(F)c1 | 33%
COc1ccccc1/C=C1\SC(=S)N(c2ccc(F)cc2)C1=O | 5%
O=c1oc(-c2cc([N+](=O)[O-])cc([N+](=O)[O-])c2)nc2cc(Cl)ccc12 | 5%
O=C1NC(=Nc2cccc(Cl)c2Cl)S/C1=C\c1ccc(O)c(O)c1 | 89%*
O=C(COc1ccc(Cl)cc1Br)N/N=C/c1ccc[nH]1 | 8%
O=Cc1ccc(-c2cc(C(=O)O)ccc2Cl)o1 | 0%

Part of the list above in another layout.
CC(NC(=O)C(=O)N/N=C/c1ccc(Cl)cc1Cl)c1ccccc1 (stereo not given)
  RNase H inhibition: 11%

Cc1ccc([N+](=O)[O-])cc1NC(=O)C(c1ccccc1)c1ccccc1
  RNase H inhibition: 12%

CC(=O)N1c2ccccc2N(Cc2ccc(C)cc2C)C(=O)C1(C)C
  RNase H inhibition: 13%

Next records:
Structure | RNase H inhibition
COCCCN1C(=O)/C(=C\c2ccccc2O)C(C(=O)OC)=C1C | 0%
COc1ccc(-c2cc(-c3ccccc3)[o+]c(-c3ccccc3)c2)cc1 | 7%
COc1ccc(C(=O)NC(=S)Nc2ccc(NC(=O)c3cccs3)cc2)cc1[N+](=O)[O-] | 43%
COc1ccc(C)cc1NC(=O)C(=O)NCCc1ccccc1 | 8%
CCCCCCNc1nc(Nc2ccc([N+](=O)[O-])cc2)nc(OCC(F)(F)F)n1 | 48%
CCOC(=O)C1=C(C)N=c2s/c(=C\c3cc(OC)ccc3Br)c(=O)n2C1c1ccc(N(C)C)cc1 (stereo not given) | 18%
COC(=O)c1ccc(CSc2nc3sc4c(c3c(=O)n2-c2ccccc2)CCCC4)cc1 | 16%
O=C(NC(=S)Nc1ccc(Cc2ccncc2)cc1)c1cccc(Cl)c1 | 0%
COc1ccc(C(=O)N2CCNCC2)cc1OC | 0%

An excerpt of these results, field by field.
> CCOC(=O)C1=C(C)N=c2s/c(=C\c3cc(OC)ccc3Br)c(=O)n2C1c1ccc(N(C)C)cc1 (stereo not given)
  RNase H inhibition: 18%

> COC(=O)c1ccc(CSc2nc3sc4c(c3c(=O)n2-c2ccccc2)CCCC4)cc1
  RNase H inhibition: 16%

Compound activity: PubChem, MTDP
